APEX1 inh: blocks human APE1 abasic DNA cleavage; P27695; 350,000 compounds, 0.35% hits; Potency, µM (titrated, usually from 65.8 µM), inactives show at the top dose activity change, negative = inhibition, most hits filed as inhibitors; recombinant APE1, TAMRA/BHQ-2 abasic DNA cleavage fluorescence;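 also: potency is read from the fitted curve at half-maximal effect; plate controls were vehicle for no effect and reference inhibitor for full effect; nearly all actives have a fitted effect of over 55% in size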
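Readout is kinetic fluorescence (ex 525, em 598 nm) from cleavage of 50 nM TAMRA/BHQ-2 THF abasic duplex by 0.75 nM APE1, compound added 15 min beforehand at RT.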
Pol kappa inh: inhibitors of human DNA polymerase kappa | Q9UBT6 | purified Pol kappa, fluorescent DNA synthesis assay, 10 min | Potency, µM (top dose mostly 107 µM), without a hit: at the highest dose activity, negative = inhibition, hits mostly inhibitors | 400,000 compounds, 0.53% hits | AID 588579; also: potency is read from the fitted curve at half-maximal effect; % is scaled to controls: 0 for no effect and ±100 for the full control effect
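First, compounds were pin-transferred onto 10 nM Pol kappa. After 15 min at room temperature, substrate was added to 50 nM final. Fluorescence was then measured kinetically at 0 and 10 min.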
Pol eta inh: inhibitors of human DNA polymerase eta; Q9Y253; recombinant Pol eta, fluorescent DNA replication assay; Potency, µM (highest dose often 114 µM), for the others: at the highest dose activity change, negative = inhibition, most hits filed as inhibitors; 390,000 compounds, 1.2% hits; AID 588591; also: potency is read from the fitted curve at half-maximal effect; % is scaled to controls: 0 for no effect and ±100 for the full control effect
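Pol eta at 10 nM preincubated with compounds 15 min at room temperature; reaction started with fluorescent substrate (50 nM final) and read kinetically at 0 and 10 min.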
Pol beta inh: blocks human DNA polymerase beta activity | P06746 | 340,000 compounds, 1.3% hits | Potency, µM (titrated, usually from 114 µM), for inactives: at the highest dose activity change, negative = inhibition, usual class: inhibitors | Pol beta primer extension/strand displacement, fluorescence kinetic; also: potency is read from the fitted curve at half-maximal effect; % is scaled to controls: 0 for no effect and ±100 for the full control effect
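Enzyme-only controls used 10 nM Pol beta; buffer lacking enzyme served as negative control. Compound preincubated 15 min, then 50 nM substrate added; 0 and 10 min reads at room temperature.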
BLM helicase inh: Bloom syndrome helicase (human) inhibition | recombinant BLM DNA unwinding, fluorescence dequenching | Potency, µM (highest dose often 56.1 µM), inactives show at the top dose activity change, negative = inhibition, most hits filed as inhibitors | 350,000 compounds, 0.2% hits | AID 2528;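 also: potency is read from the fitted curve at half-maximal effect; plate controls were vehicle for no effect and no enzyme for full effect; nearly all actives have a fitted effect of over 35% in size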
POLI inh: DNA polymerase iota (human) inhibition. Pol iota fluorescent replication assay, 10 min. Potency, µM (doses to about 115 µM), for inactives: top-dose activity, negative = inhibition, actives largely listed as inhibitors. 390,000 compounds, 1% hits. AID 588590; also: potency is read from the fitted curve at half-maximal effect
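Pol iota at 10 nM preincubated 15 min with compounds at room temperature; reaction started with fluorescent substrate, 50 nM final. Fluorescence read kinetically at 0 and 10 min; buffer-only wells as negative control.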
PGK inhibitor: T. brucei PGK inhibition. P07378. PGK/GAPDH coupled, Kinase-Glo luminescence, 60 min. Potency, µM (titrated, usually from 57.5 µM), without a hit: top-dose activity change, negative = inhibition, hits mostly inhibitors. 380,000 compounds, 0.043% hits; also: potency is read from the fitted curve at half-maximal effect; % is scaled to controls: 0 for no effect and ±100 for the full control effect; nearly all actives have a fitted effect of over 60% in size
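Luminescent ATP detection (Kinase-Glo Plus) follows a 60-minute room-temperature incubation, with wells lacking PGK as controls. Buffer: 100 mM TEA (pH 7.6), 5 mM MgCl2, 0.01% Tween-20. Coupling enzyme GAPDH (100 nM final) supplies unstable 1,3-BPG in-well.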
RXFP1 antagonist: RXFP1 (human) relaxin receptor antagonism | HEK293-RXFP1, relaxin-stimulated cAMP HTRF, 30 min; active compounds read low | activity change, negative = inhibition, % at 57.5 µM | 350,000 compounds, 0.59% hits;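 active = activity change of -60% or lower, but not beyond a set lower limit; inconclusive = change between -60% and -40%, or beyond the set limit; inactive = change above -40%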; also: % is scaled to controls: 0 for no effect and ±100 for the full control effect
Target sequence (Q9HBX9 whole entry, looked up): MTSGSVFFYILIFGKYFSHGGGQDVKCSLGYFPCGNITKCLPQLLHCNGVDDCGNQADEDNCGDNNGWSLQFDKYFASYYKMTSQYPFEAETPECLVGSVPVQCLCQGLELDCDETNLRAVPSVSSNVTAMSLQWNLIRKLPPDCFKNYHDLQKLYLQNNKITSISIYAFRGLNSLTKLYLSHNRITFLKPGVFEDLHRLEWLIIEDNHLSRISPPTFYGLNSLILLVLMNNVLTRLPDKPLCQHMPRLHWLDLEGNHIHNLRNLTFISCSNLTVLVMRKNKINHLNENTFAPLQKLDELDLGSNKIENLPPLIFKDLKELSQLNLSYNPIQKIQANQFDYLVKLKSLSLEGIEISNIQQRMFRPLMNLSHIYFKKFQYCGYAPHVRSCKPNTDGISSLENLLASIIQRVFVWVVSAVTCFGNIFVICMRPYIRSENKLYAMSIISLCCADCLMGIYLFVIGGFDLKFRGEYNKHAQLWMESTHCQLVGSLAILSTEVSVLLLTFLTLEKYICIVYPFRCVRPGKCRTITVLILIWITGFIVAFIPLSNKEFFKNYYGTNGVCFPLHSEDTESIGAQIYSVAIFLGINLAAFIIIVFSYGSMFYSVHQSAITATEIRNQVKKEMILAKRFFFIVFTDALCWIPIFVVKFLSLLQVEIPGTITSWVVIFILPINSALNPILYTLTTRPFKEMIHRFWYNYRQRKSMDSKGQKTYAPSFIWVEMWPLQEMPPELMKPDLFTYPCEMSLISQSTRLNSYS
Anesthetic bind: candidate novel general anesthetic via apoferritin binding. apoferritin/1-aminoanthracene competitive binding, fluorescence. P02791. Potency, µM (series often up to 77.5 µM), for inactives: at the top dose activity change, negative = displacement, actives largely listed as inhibitors. AID 485281. 350,000 compounds, 0.074% hits; also: potency is read from the fitted curve at half-maximal effect; % is scaled to controls: 0 for no effect and ±100 for the full control effect; nearly all actives have a fitted effect of over 20% in size
Target sequence (P02791 2-175 limits assumed): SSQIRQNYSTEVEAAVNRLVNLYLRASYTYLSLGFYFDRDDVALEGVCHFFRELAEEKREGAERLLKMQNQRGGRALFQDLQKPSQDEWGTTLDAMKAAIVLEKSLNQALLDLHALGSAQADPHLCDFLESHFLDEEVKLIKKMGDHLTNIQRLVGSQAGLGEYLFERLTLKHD
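Steps: apoferritin (10 uM) was premixed with half-saturated 1-AMA in PBS, compounds were pin-transferred, plates stood 10 min at room temperature, fluorescence was read at 380/535 nm, and curves were fitted with a Hill equation.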
The depositor's hits bear a star; i = inactive; ? = inconclusive; nt = no result given; & = joins results of further samples; [ ] = another dose, or the depositor's remark. Unless noted, calls follow the shape of the dose curve; as a rule, active = well fitted curve in the direction sought with a large enough effect; inconclusive = small, poorly fitted or top-dose-only effect, or another doubt; inactive = no such curve, though single readings can be large; an effect the other way counts as inactive or inconclusive.

[1] CN(C)CC1(c2ccccc2)CCCC1
[2] CCCNc1nc(NCC)nc(OC)n1
[3] CCC(CC)NC(=O)COC(=O)c1ccc(OCC(=O)Nc2ccccc2OC)c(OC)c1
[4] Cc1ccc(NC(=O)Cn2c(=O)n(CCCCC(=O)NCCc3ccc(Cl)cc3)c(=O)c3ccccc32)cc1
[5] CCN(CC)c1nc2c(c(=O)n(C)c(=O)n2C)n1CCCc1ccccc1
[6] NC(=O)C(CCCCN1CCCCC1)(c1ccccc1)c1ccccc1
[7] Cc1cc2ccccc2nc1-c1ccccc1F
[8] O=C(NC(=O)c1ccccc1)OCC1CCCN2CCCCC12 (stereo not given)
[9] O=C(NCCCN1CCCC1=O)c1csc2ccccc12
[10] COCCNc1nc2nonc2nc1N1C[C@H]2CC[C@H]1C2
Screen / compound no.	1	2	3	4	5	6	7	8	9	10
APEX1 inh	1%	2%	0%	nt	-10%	nt	nt	-5%	1%	12%
Pol kappa inh	-9%	-10%	3%	-1%	0%	-9%	-5%	9%	-6%	7%
Pol eta inh	13%	-6%	10%	-16%	-3%	-17%	-5%	-2%	-14%	?
Pol beta inh	9%	0%	0%	1%	10%	nt	nt	8%	-6%	-15%
BLM helicase inh	0%	3%	0%	-7%	0%	nt	nt	-1%	1%	-3%
POLI inh	12%	7%	23%	10%	-12%	4%	18%	-17%	-2%	36%[activator]
PGK inhibitor	-3%	4%	-3%	-7%	i	2%	1%	0%	-9%	-7%
RXFP1 antagonist	-7	-6	8	nt	7	-1	-5	nt	-6	-12
Anesthetic bind	-15%	-3%	-2%	-1%	-9%	nt	nt	-5%	-6%	9%

[11] COc1cccc(NC(=O)CSc2nnc(CN3CCOCC3)n2C)c1
[12] Cc1oc2ncn(C)c(=O)c2c1C(=O)NCCCN1CCCCC1C (stereo not given)
[13] O=[N+]([O-])c1cc(C(F)(F)F)cc([N+](=O)[O-])c1NCCCNc1ccc([N+](=O)[O-])c2cccnc12
[14] S=C(Nc1ccc(Cl)c(Cl)c1)NN1CCOCC1
[15] CCCn1c(NCc2ccco2)nc2c1c(=O)n(C)c(=O)n2C
[16] Cc1ccc(-c2nc(P(=O)(c3ccccc3)c3ccccc3)c(N3CCOCC3)o2)cc1
[17] O=[N+]([O-])c1ccc(CSc2ccc(S(=O)(=O)N3CCCCC3)cn2)cc1
[18] N/C(Cn1cncn1)=N\NC(=O)C(=O)Nc1ccc(Cl)cc1Cl
[19] CCCCN(CC)C(=O)CCNS(=O)(=O)c1ccc2c(c1)c(=O)n(C)c(=O)n2C
[20] CC(=O)c1ccc2noc(-c3ccc(Cl)cc3)c2c1
Screen / compound no.	11	12	13	14	15	16	17	18	19	20
APEX1 inh	0%	nt	-4%	2%	5%	0%	0%	2%	nt	-3%
Pol kappa inh	-10%	-4%	-18%	-5%	?	-3%	0%	-4%	-11%	-4%
Pol eta inh	-12%	-6%	-8%	-7%	?	-22%	-13%	5%	-16%	-19%
Pol beta inh	8%	40%	1%	-29%	22µM*	2%	nt	8%	4%	-3%
BLM helicase inh	2%	5%	-5%	0%	-17%	-15%	nt	-7%	1%	-4%
POLI inh	21%	10%	27%	4%	?	8%	6%	11%	49%[activator]	35%[activator]
PGK inhibitor	1%	13%	-2%	i	-3%	9%	i	6%	-9%	-8%
RXFP1 antagonist	2	nt	nt	nt	-3	-16	-4	1	nt	5
Anesthetic bind	-5%	-2%	7%	-3%	1%	?	nt	-10%	-12%	-1%

[21] CCOC(=O)C1Cc2ccccc2CN1 (stereo not given)
[22] Fc1ccc(-c2cc(C(F)(F)F)nc(NCc3cccs3)n2)cc1
[23] COc1ccc(NC(=O)COC(=O)/C=C/C(=O)OCC(=O)Nc2ccc(OC)c(Cl)c2)cc1Cl
[24] O=C(NCCc1ccccc1)c1cc(Sc2ccc(F)cc2F)nc2ccccc12
[25] COc1ccc(CCNC(=O)C(=O)N2CCCCC2)cc1OC
[26] CCOc1nc(Nc2ccc(OC)c(Cl)c2)nc(OCC)n1
[27] COc1ccccc1CCC(=O)OCC(=O)Nc1cccc(S(=O)(=O)N2CCCCC2)c1
[28] CCCCCCCCNS(=O)(=O)CCNCCCC
[29] Cc1c(C)[n+](=O)c(C)c(C)n1[O-]
[30] COc1ccc(NC(=O)CC2Nc3cc(C)c(C)cc3NC2=O)c([N+](=O)[O-])c1 (stereo not given)
Screen / compound no.	21	22	23	24	25	26	27	28	29	30
APEX1 inh	-9%	0%	2%	nt	0%	-1%	-10%	nt	nt	6%
Pol kappa inh	-10%	-21%	-13%	-2%[60.1 µM]	-1%	-9%	-26%	1%	-10%	-5%
Pol eta inh	1%	2%	-14%	-16%	-9%	-23%	-13%	-10%	-4%	2%
Pol beta inh	3%	1%	-2%	0%	2%	7%	nt	nt	nt	50%
BLM helicase inh	2%	-8%	0%	0%	-1%	-8%	nt	nt	nt	-6%
POLI inh	-22%	3%	29%	?	20%	19%	-1%	-1%	50%[activator]	-10%
PGK inhibitor	nt	-2%	0%	i	i	-10%	-1%	1%	i	-1%
RXFP1 antagonist	5	-12	-27	-2	-2	-11	-5	nt	-9	23
Anesthetic bind	-9%	-2%	-14%	-1%	-3%	1%	nt	nt	nt	-5%

[31] Cc1ccc(C(=O)N/C(=C\c2cccs2)C(=O)NCCCn2ccnc2)cc1
[32] O=C(NCc1ccccn1)C1COc2ccccc2O1 (stereo not given)
[33] Cc1cccc(NC(=O)CCc2c(C)nn(-c3ccc(N4CCCCC4)nn3)c2C)c1
[34] CCCCn1nc(NC(=O)c2cccs2)c2cc3cc(OC)ccc3nc21
[35] COc1ccc2[nH]c(C(=O)NCCc3ccccc3)cc2c1
[36] COc1cccc(NC(=O)c2c(C)nn(-c3ccccc3)c2Cl)c1
[37] CCOc1ccc(Nc2nc(N(C)c3ccccc3)nc(N)c2[N+](=O)[O-])cc1
[38] Cc1noc(C)c1S(=O)(=O)N(CC(=O)NCCc1ccccc1)c1ccc(C(C)C)cc1
[39] Cc1ccccc1-n1ncc2c1CC(C)(C)CC2NC(=O)c1ccncc1 (stereo not given)
[40] CCN(CC)C(=O)c1ccc(C(=O)Nc2ccc(F)cc2)cc1
Screen / compound no.	31	32	33	34	35	36	37	38	39	40
APEX1 inh	-1%	4%	12%	?	0%	-6%	44%	67%[activator]	25%	43%
Pol kappa inh	1%	2%	5%	-10%	-9%	7%	-2%	-11%&-13%	-4%	6%
Pol eta inh	-17%	7%	-24%	-12%	-1%	0%	3%	-23%&-12%	-9%	-5%
Pol beta inh	-1%	0%	21%	9%	-25%	16%	?	12%&2%	7%	nt
BLM helicase inh	4%	0%	-1%	-20%	-4%	-11%	-6%	-4%&-3%	0%	nt
POLI inh	8%	6%	25%	19%	-11%[58.9 µM]	41%[activator]	88%[activator]	33%&17%	25%	0%
PGK inhibitor	-11%	-7%	-2%	-8%	-6%	-9%	0%	-7%&4%	-6%	-13%
RXFP1 antagonist	-17	3	7	-4	0	-6	8	-7	-7	nt
Anesthetic bind	-6%	-10%	-24%	2%	-6%	-15%	-2%	-7%&-1%	-10%	nt

Quoted at random: four records from the list
[23] COc1ccc(NC(=O)COC(=O)/C=C/C(=O)OCC(=O)Nc2ccc(OC)c(Cl)c2)cc1Cl
[26] CCOc1nc(Nc2ccc(OC)c(Cl)c2)nc(OCC)n1
[12] Cc1oc2ncn(C)c(=O)c2c1C(=O)NCCCN1CCCCC1C (stereo not given)
[35] COc1ccc2[nH]c(C(=O)NCCc3ccccc3)cc2c1
Screen / compound no.	23	26	12	35
APEX1 inh	2%	-1%	nt	0%
Pol kappa inh	-13%	-9%	-4%	-9%
Pol eta inh	-14%	-23%	-6%	-1%
Pol beta inh	-2%	7%	40%	-25%
BLM helicase inh	0%	-8%	5%	-4%
POLI inh	29%	19%	10%	-11%[58.9 µM]
PGK inhibitor	0%	-10%	13%	-6%
RXFP1 antagonist	-27	-11	nt	0
Anesthetic bind	-14%	1%	-2%	-6%

Next section:
[41] Cc1ccccc1OCC(O)Cn1c(NCc2ccco2)nc2c1c(=O)[nH]c(=O)n2C (stereo not given)
[42] O=[N+]([O-])c1c(C(Cl)Cl)nn(-c2ccccc2)c1N1CCCC1
[43] COc1cccc(CNC(=O)C(=O)NCCc2ccc(OC)c(OC)c2)c1
[44] Cc1ccccc1OCCC(=O)NNC(=O)COc1cccc(F)c1
[45] Cc1ccc(-c2cc3ncc(C#N)c(N)n3n2)cc1
[46] COc1c(C)cc(S(=O)(=O)NCCc2c(C)[nH]c3ccccc23)c(C)c1C
[47] O=C(CN1CCN(S(=O)(=O)c2ccc(F)c(F)c2)CC1)Nc1ccccc1C(=O)NC1CC1
[48] C[C@H](C(=O)O)c1ccc2cc(O)ccc2c1
[49] O=C1N=C(C=c2ccc(=Cc3[nH]c(=O)[nH]c3O)cc2)C(=O)N1
[50] O=C(c1ccc2c(Cl)c3c(nc2c1)CCCC3)N1CCN(c2cccc(Cl)c2)CC1
[51] COc1cccc2c1OCC(CN1CCN(Cc3ccccc3F)C(CCO)C1)=C2 (stereo not given)
[52] O=C(NCCN1CCOCC1)c1c(O)nc2sccn2c1=O
Screen / compound no.	41	42	43	44	45	46	47	48	49	50	51	52
APEX1 inh	?	-3%	22%	26%	1%	nt	17%	9%	15%	nt	-15%	22%
Pol kappa inh	-14%	-5%	-1%	-21%	0%	-3%	-5%	?	nt	-2%	8%	-9%
Pol eta inh	3%	-4%	-14%	-2%	6%	nt	-16%	nt	nt	-10%	-20%	-15%
Pol beta inh	-3%	13%	46%[activator]	nt	1%	1%	nt	nt	?	30%	-10%	nt
BLM helicase inh	-10%	-8%	2%	nt	2%	-14%	nt	3%	-8%	0%	-10%	nt
POLI inh	?	23%	12%	10%	45%[activator]	6%	19%	nt	nt	28%	1%	20%
PGK inhibitor	-6%	-8%	i	0%	-1%	nt	-12%	nt	nt	-8%	-9%	i
RXFP1 antagonist	6	-33	-2	-13	14	-11	6	nt	nt	nt	-2	0
Anesthetic bind	-3%	?	-6%	nt	3%	-1%	nt	2%	9%	-2%	-5%	nt

The list is partial, so the mix of outcomes need not match the whole.
